Screening data from PubChem BioAssay.
FEN1 inh = human FEN1 inhibition; P39748; Recombinant FEN1 flap cleavage, fluorescence, 15 min; Potency, µM (series often up to 114 µM), for the others: at the top dose activity change, negative = inhibition, most hits filed as inhibitors; actives 0.35% (n = 390,000); also: nearly all actives have a fitted effect of over 65% in size
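Recombinant FEN1 (10 nM) was preincubated with pin-transferred compounds for 15 min at room temperature, then flap DNA substrate (50 nM final) was added. Plates were read at 0 and 15 min, and normalized concentration–response data were fitted to a four-parameter Hill equation.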
DT40 TDP1 CPT = growth inhibition of DT40 Tdp1-/-;hTDP1 cells with camptothecin (screen for TDP1 inhibitors) | chicken DT40 Tdp1-/-;hTDP1 cells + 20 nM CPT, ATP luminescence, 48 h | Potency, µM (top dose mostly 46.2 µM), for the others: at the top dose activity change, negative = growth inhibition, hits mostly inhibitors | actives 12% (n = 420,000); also: nearly all actives have a fitted effect of over 55% in size
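Chicken DT40 Tdp1-/- cells complemented with human TDP1, 400 cells/well, exposed to compounds plus 20 nM camptothecin for at least 48 h at 37 C; viability read as ATP content by CellTiter-Glo luminescence.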
GCN5L2 inh = inhibitors of human GCN5L2 histone acetyltransferase | AID 504327 | Q92830 | Potency, µM (series often up to 58.9 µM), for the others: at the top dose activity change, negative = inhibition, most hits filed as inhibitors | actives 0.21% (n = 390,000) | GCN5L2 HAT assay, ThioGlo1 CoA-SH fluorescence
Target sequence (Q92830 whole entry, looked up): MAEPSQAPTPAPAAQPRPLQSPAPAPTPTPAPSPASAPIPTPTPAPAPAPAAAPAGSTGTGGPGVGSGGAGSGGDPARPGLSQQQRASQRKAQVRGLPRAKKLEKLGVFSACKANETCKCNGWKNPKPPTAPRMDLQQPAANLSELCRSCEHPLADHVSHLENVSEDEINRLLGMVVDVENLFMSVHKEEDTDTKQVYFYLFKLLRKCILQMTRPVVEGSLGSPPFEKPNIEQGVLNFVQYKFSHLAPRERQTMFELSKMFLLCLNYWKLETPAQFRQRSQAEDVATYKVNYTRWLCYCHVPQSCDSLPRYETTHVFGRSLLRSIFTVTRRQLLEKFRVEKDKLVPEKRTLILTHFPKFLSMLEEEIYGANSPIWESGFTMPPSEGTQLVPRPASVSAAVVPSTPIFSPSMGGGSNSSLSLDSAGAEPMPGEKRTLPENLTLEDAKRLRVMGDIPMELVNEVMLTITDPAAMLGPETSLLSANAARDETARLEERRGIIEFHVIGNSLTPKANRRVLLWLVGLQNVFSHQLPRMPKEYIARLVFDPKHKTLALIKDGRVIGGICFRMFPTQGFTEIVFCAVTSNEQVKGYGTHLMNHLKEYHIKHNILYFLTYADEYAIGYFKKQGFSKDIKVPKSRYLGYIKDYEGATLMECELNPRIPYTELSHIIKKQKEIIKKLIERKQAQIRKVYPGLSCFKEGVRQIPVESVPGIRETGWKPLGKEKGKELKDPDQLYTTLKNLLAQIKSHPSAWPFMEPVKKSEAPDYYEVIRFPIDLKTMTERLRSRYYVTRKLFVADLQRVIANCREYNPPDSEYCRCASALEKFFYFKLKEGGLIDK
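ThioGlo1-coupled HAT assay: 20nM GCN5L2, 70uM acetyl-CoA, 75uM H3(1-25) peptide, pH 7.5. Fluorescence read at 340/540nm at start and after 20 min at room temperature.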
Numbers without * were called inactive; u = inconclusive; x = no result given; & = joins results of further samples; [ ] = dose if it differs, or a comment. Calls follow the shape of the dose curve; as a rule, active = well fitted curve in the direction sought with a large enough effect; inconclusive = small, poorly fitted or top-dose-only effect, or another doubt; inactive = no such curve, though single readings can be large; an effect the other way counts as inactive or inconclusive. % is scaled to controls: 0 for no effect and ±100 for the full control effect; potency is read from the fitted curve at half-maximal effect. Some of the compounds tested (hit frequency here may not be typical).

compound | DT40 TDP1 CPT | FEN1 inh | GCN5L2 inh
CCOC(=O)c1ccc(NC(=O)Oc2cc(C)c(Cl)cc2C(C)C)cc1 | u | 0% | -2%
O=C1COc2cc(S(=O)(=O)CCC(=O)N3CCN(c4ccccc4F)CC3)c(Cl)cc2N1 | x | 1% | -7%
CCCS(=O)(=O)N1CCN=C1SCc1cccc(F)c1 | -23% | -4% | -4%
Cc1ccc(C(=O)OCC(=O)c2ccc(Cl)s2)s1 | 7% | -20% | -5%
Cc1cccc(CC(C)NC(=O)c2cc(COc3ccc(F)cc3F)on2)n1 (stereo unspecified) | u | -10% | -14%
CCc1cc(=O)oc2cc(C)cc(OCC(=O)NCc3ccccn3)c12 | 3% | 10% | u
COc1ccc(COc2cc(-c3cccc(OC)c3)nc3ccc(NC(=O)c4ccc(N(C)C)cc4)cc23)cc1 | 3.7µM* | 17% | -1%&-10%
O=C(c1ccccc1F)N1CCN(c2cnn(-c3cccc(Cl)c3)c(=O)c2Cl)CC1 | u | -12% | 0%
Cc1cc(C)nc(/N=C2\NC(=O)CC(C(=O)O)N2CCc2c[nH]c3ccccc23)n1 (stereo unspecified) | 0% | 0% | -12%
COc1ccc(-c2csc(NC(=O)c3ccc(N4C(=O)CCC4=O)cc3)n2)cc1 | 7% | -4% | -7%
O=C(CSc1nc2ccccc2n1S(=O)(=O)c1ccccc1)N1CCCC1 | 0% | 0% | 0%
CCC(C)NC(=O)C1CCN(S(=O)(=O)c2ccc(OC)cc2)CC1 (stereo unspecified) | -11% | 2% | 3%
COc1ccccc1N1CCc2c(C)nc3c(OC)cccc3c21 | 5.8µM* | 15% | -29%
CCOc1ccc(NC(=O)CN(C)C(=O)c2cc(-c3ccc(OC)cc3)nc3ccccc23)cc1OCC | u | -10% | -12%
COc1cccc(C(=O)N/N=C(/CCC(=O)O)c2ccccc2)c1 | 9% | -7% | -1%
O=C(C[N+]1(c2ccccc2)CCOCC1)c1ccccc1 | u | 9% | x
COc1cc2ccc(=O)oc2cc1OCC(O)C(C)(C)O (stereo unspecified) | 4% | 15% | -30%
Cc1nn(Cc2ccc([N+](=O)[O-])cc2)c(=O)n1N(C)c1ncc(C(F)(F)F)cc1Cl | u | -17% | 0%
COc1cc(Cl)ccc1OCc1cc(C(=O)NC2CCc3ccccc32)no1 (stereo unspecified) | -10% | 1% | 1%
O=C(COC(=O)c1ccc2c(c1)OCCO2)NCCc1ccccc1 | -5% | -1% | -3%
Cc1cccc(-c2ocnc2C(=O)Nc2ccccc2NC(=O)c2ccccn2)c1 | 0.92µM* | -16% | -4%
Cc1ccc2nc3c(c(Nc4ccc(O)cc4)c2c1)CCC3 | u | 1% | 0%
CCCCC(=O)NC(=S)NNC(=O)c1ccc(OC)cc1 | 4.6µM* | 7% | -8%
Cc1cccc(OCC(=O)Nc2ccc(S(=O)(=O)Nc3cc(C)nc(C)n3)cc2)c1 | 2% | -8% | -5%
CC1=C(c2ccc(C)cc2)S(=O)(=O)N(CC(=O)O)C1=O | 9% | -1% | 5%
Cc1ccc(OCCNC(=O)c2cccc(S(=O)(=O)NCc3ccccc3)c2)cc1 | 4.1µM* | -17% | -7%
C=C1CC(C(=O)N/N=C/c2ccccc2)C1 | 8% | -7% | 3%
CN(C)c1ccc(/C=C/c2cccc3ccccc23)cc1 | -18% | -1% | x
Cc1ccc(S(=O)(=O)C2(C(=O)NCCc3ccccc3)CC2)cc1 | -13% | -2% | 19%
Cc1ccc(-c2cc(C(=O)N3CCc4ccccc4C3)[nH]n2)cc1C | -4% | -11% | -3%
O=C(COC(=O)c1cccs1)NC12CC3CC(CC(C3)C1)C2 | 17% | -13% | -12%
COc1ccccc1-c1nn2c(C(F)(F)F)nnc2s1 | -4% | 8% | -4%
C=C(C)C1CC=C(C)/C(=N/NC(=O)CNc2ccc(C)cc2C)C1 (stereo unspecified) | -15% | -8% | -1%
Cc1ccc(S(=O)(=O)C2(C(=O)N3CCCC(C)C3)CC2)cc1 (stereo unspecified) | u | -3% | 0%
Cc1ccc(C(=O)Cn2ncsc2=N)cc1 | -2% | -16% | 32%[activator]
CCOC(=O)C(CC)n1cnc2c(nnn2-c2cccc(OC)c2)c1=O (stereo unspecified) | -2% | 2% | 15%
O=C(c1ccc2c(c1)N(Cc1ccc(F)cc1)C(=O)c1ccccc1S2(=O)=O)N1CCN(Cc2ccccc2)CC1 | 12µM* | -6% | -6%
CCOC(=O)c1c[nH]c(=S)n1C | -16% | -1% | 0%
CCN(CC)c1ccc(C=N/C(C#N)=C(\N)C#N)cc1 | 1% | -14% | -20%
COc1cccc(C(=O)NC(=S)Nc2ccccc2N2CCCCC2)c1 | u | -3% | -2%
CCN1C(=O)c2ccccc2S(=O)(=O)c2ccc(C(=O)N3CCOCC3)cc21 | 0% | -5% | -6%
O=C(O)CSC(C(=O)Nc1ccc(Br)cc1)c1ccccc1 (stereo unspecified) | 5% | -10% | 4%
COc1ccc(C2N(c3ccc(Cl)cc3)C(=O)C3CCCN32)cc1 (stereo unspecified) | -15% | -15% | -8%
C/C(=C\c1cccc(Br)c1)C(=O)c1c(C)cc(C)[nH]c1=O | -27% | 2% | -13%
CC(C)Oc1ccc(CNC(=O)c2cccc(NC(=O)c3nsc4ccccc34)c2)cc1 | 4.6µM* | -6% | -18%
CC(C)(C)c1nc2scc(-c3ccc(Br)cc3)c2c(=O)o1 | 3% | 8% | 3%
CC1CCN(c2ccc(S(=O)(=O)Nc3cc(C(=O)O)cc(C(=O)O)c3)cc2[N+](=O)[O-])CC1 | 6% | -10% | -8%
O=C(CSc1nncc2ccccc12)Nc1ccc(C(=O)O)cc1 | -10% | 10% | -21%
COc1ccccc1C(=O)NNC(=O)C(=O)NCc1ccccc1 | u | -2% | -3%
CCOc1ccccc1Oc1c(C)oc2cc(OC(=O)N3CCOCC3)ccc2c1=O | -22% | -5% | -1%

Taken from the listing for reference:
compound | DT40 TDP1 CPT | FEN1 inh | GCN5L2 inh
C/C(=C\c1cccc(Br)c1)C(=O)c1c(C)cc(C)[nH]c1=O | -27% | 2% | -13%
CC(C)Oc1ccc(CNC(=O)c2cccc(NC(=O)c3nsc4ccccc34)c2)cc1 | 4.6µM* | -6% | -18%
CC(C)(C)c1nc2scc(-c3ccc(Br)cc3)c2c(=O)o1 | 3% | 8% | 3%
CC1CCN(c2ccc(S(=O)(=O)Nc3cc(C(=O)O)cc(C(=O)O)c3)cc2[N+](=O)[O-])CC1 | 6% | -10% | -8%
O=C(CSc1nncc2ccccc12)Nc1ccc(C(=O)O)cc1 | -10% | 10% | -21%

(further entries)
compound | DT40 TDP1 CPT | FEN1 inh | GCN5L2 inh
COc1cc(OC)cc(C(=O)Nc2cccnc2)c1 | 13% | -5% | -10%
O=C(O)CC1=C(O)C(=O)N(c2ccccc2)C1c1ccc(Br)cc1 (stereo unspecified) | 13% | 5% | -8%
CC1Cc2ccccc2N1C(=S)NC(=O)c1cccc(Br)c1 (stereo unspecified) | 21µM* | -6% | -9%
CC(OC(=O)CCc1cc(C(C)(C)C)c(O)c(C(C)(C)C)c1)C(=O)NC1CC1 (stereo unspecified) | u | 6% | 0%
CCC(Sc1nnc(C)n2c1cc1sccc12)C(=O)Nc1ccccc1F (stereo unspecified) | u | 0% | -9%
C=CCSc1nnc(CSc2nc3sc4c(c3c(=O)[nH]2)CCCC4)n1-c1ccccc1 | -23% | 0% | -3%
CCC(C)NC(=O)Cn1cnc2sc(C)c(S(=O)(=O)N3CCN(c4ncccn4)CC3)c2c1=O (stereo unspecified) | 8% | 2% | -1%
O=C(NC1CCCC1)c1cc(-c2ccccc2)on1 | u | 14% | -2%
O=C(CN1CCCc2ccccc21)NC(=O)NCc1ccco1 | -20% | 0% | -18%
Cn1c(=O)cc(OCC(=O)N2CCCc3ccccc32)c2ccccc21 | u | 4% | -20%

Whole records from above. Order of screens: DT40 TDP1 CPT | FEN1 inh | GCN5L2 inh
Profile of CC(OC(=O)CCc1cc(C(C)(C)C)c(O)c(C(C)(C)C)c1)C(=O)NC1CC1 (stereo unspecified) : u | 6% | 0%
Profile of O=C(NC1CCCC1)c1cc(-c2ccccc2)on1 : u | 14% | -2%

Additional results.
compound | DT40 TDP1 CPT | FEN1 inh | GCN5L2 inh
COc1ccc(N(C(=O)c2cccnc2)S(=O)(=O)c2ccc3c(c2)n(C)c(=O)n3C)cc1 | -27% | 1% | -1%
CSCCC(NC(N)=O)C(=O)Nc1cccc(C#N)c1 (stereo unspecified) | -11% | 13% | 3%
O=C(NC1CCCCC1)C(c1ccncc1)N(C(=O)c1csnn1)c1ccc(F)cc1 (stereo unspecified) | -11% | 0% | -7%
COc1ccc(C(=O)COC(=O)C(CCSC)NC(=O)COc2ccccc2)c(OC)c1 (stereo unspecified) | -29% | -5% | -5%
Cc1cc(C)n2c3c(c(C#N)c2n1)CCCC3 | 11% | 0% | -5%
COc1ccc2[nH]c3c(c2c1)CCN1C(=O)N([C@@H](C)C(=O)NCC2CCCO2)C(=O)[C@]31C (stereo partly specified) | -5% | -2% | u
CCOC(=O)c1csc(NC(=O)CSc2nnc(C3CC3)n2C)n1 | u | -16% | -11%
CCc1nn(CC(=O)NCc2ccco2)c(=O)c2cc3c(OC)cccc3n12 | -18% | -19% | -1%
CCN1/C(=C/c2ccc3cc(C)ccc3[n+]2CC)Sc2ccc3sccc3c21 | 0.92µM* | u | x
O=C(/C=C/Nc1cccc([N+](=O)[O-])c1)c1ccco1 | -4% | -1% | x
O=C(Nc1cccc(Cl)c1)Nc1nnc(-c2ccncc2)s1 | 7.3µM* | -7% | u
CCCCN(CC)CCCNC(=O)c1cc2cc3ccc(OC)cc3nc2o1 | u | -21% | u
CCNC(=S)N/N=C/c1ccc(OCc2ccc(C(=O)OC)cc2)cc1 | -18% | -2% | -1%
CCOc1cc2[nH]c(=O)n(Cc3ccccc3)c(=O)c2cc1OCC | -12% | -6% | -4%
Cc1ccc(S(=O)(=O)NCc2ccc(C(=O)N3CCN(c4ccccc4)CC3)cc2)cc1 | u | -19% | -5%
Cc1ccc(O)c(-c2cc(C(F)(F)C(F)F)nc(-c3ccccc3)n2)c1 | -11% | 3% | u
COc1cc(CN2CCC(Cc3ccccc3)CC2)cc(OC)c1OC | u | -5% | 2%
Cc1ccc(NC(=O)C(C)N2CCN(C)CC2)cc1S(=O)(=O)N1CCOCC1 (stereo unspecified) | -2% | 19% | -2%
CCN(CC)S(=O)(=O)c1ccc(NC2CCN(Cc3ccccc3)CC2)nc1 | u | 10% | -5%
COc1ccc(C(=O)C(C)N(C(=O)c2ccc(Cl)cc2Cl)N2C(=O)C3C4C=CC(C4)C3C2=O)cc1 (stereo unspecified) | u | -5% | -4%
COc1cc2c(c(OC)c1OC)C(c1ccc(O)cc1)CC(=O)O2 (stereo unspecified) | -7% | 6% | -2%
Cn1ncc2c(N3CCOCC3)ncnc21 | -25% | -1% | -2%
COc1ccccc1-c1cc(-c2ccc(O)cc2)nc(N)c1C#N | u | -25% | -8%
Nc1ccccc1C(=O)C[C@H](N)C(=O)O | -3%&9% | -1% | -5%
Cn1c(SCc2nc3ccccc3[nH]2)nnc1-c1cnccn1 | -1% | -3% | 1%
S=C(Nc1cccnc1)NC1CCCCCCC1 | 1% | -2% | -2%
CCOc1ccccc1CNC(=O)CCCn1c(=O)c2cccn2c2cccnc21 | u | -7% | 1%
CCOc1ccc(NC(=O)CC(C)S(=O)(=O)c2ccc3c(c2)NC(=O)CO3)cc1 (stereo unspecified) | -28% | -8% | 0%
Cc1onc(-c2ccccc2)c1NC(=O)Nc1ccc(OC(F)F)cc1 | -11% | -10% | -6%
Cc1ccc(CCN2C(=O)CCC2(C)C(=O)NCc2cccnc2)cc1 (stereo unspecified) | -6% | 1% | -6%
COc1ccc(OC)c(NC(=O)c2ccc3c(c2)CCN3S(C)(=O)=O)c1 | -17% | -16% | 2%
O=C(CCCCCCC(=O)c1ccccc1)c1ccccc1 | -14% | 14% | -4%
CC(C)OCCCNC(=O)Cc1ccc(Br)cc1 | -1% | 4% | -1%
CCOc1ccc(-c2nnc3ccc(SCC(=O)Nc4cc(C)on4)nn23)cc1 | 3% | -11% | -8%
COc1ccccc1N1CCN(C(=O)C2CCN(C(=O)c3cccc(Cl)c3)CC2)CC1 | u | -16% | -2%
CC1=C(C(=O)OCC(C)C)[C@]23C(=O)c4ccccc4[C@@]2(O1)OC(N)=C3C#N | u | -24% | -4%
Cc1ccc(N2CC(NC(=O)Cc3ccc(F)cc3)CC2=O)cc1C (stereo unspecified) | u | 3% | -8%
